Source: PubChem
PKM2 activator = activators of human pyruvate kinase M2. P14618. AID 1631. purified PKM2, Kinase-Glo ATP luminescence, activation; response scale: 0% is enzyme alone, no compound. 260,000 tested, 0.34% active. Potency, µM (series often up to 57.5 µM), without a hit: top-dose activation, usual class: activators; note: potency is the fitted concentration of half-maximal effect; % is set by controls: 0 for no effect and ±100 for the full control effect; nearly all actives have a fitted effect of over 55% in size
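Purified hPK-M2 (>95%) run at intermediate activity with 0.1 mM ADP and 0.5 mM PEP in 50 mM imidazole pH 7.2, KCl, MgCl2; 1 h room temperature. ATP formed read by Kinase-Glo luminescence; normalized to uninhibited and no-enzyme controls.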
FLuc modulator = inhibits or activates purified firefly luciferase, miR-21 counter-screen; P08659; purified FLuc, Km substrates, luminescence inhibition; Potency, µM (doses to about 57.5 µM), for inactives: at the highest dose activity change, negative = inhibition, actives largely listed as inhibitors; 360,000 tested, 6.9% active; AID 588342;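 note: potency is the fitted concentration of half-maximal effect; plate controls were vehicle for no effect and reference inhibitor for full effect; nearly all actives have a fitted effect of over 55% in size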
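Purified P. pyralis luciferase, 10 nM final, with Km-level 10 uM D-luciferin and 10 uM ATP in 50 mM Tris acetate pH 7.5, 10 mM Mg acetate, 0.01% Tween-20, 0.05% BSA; 6-point qHTS titration about 60 µM downward; luminescence read.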
ELG1 genotoxic = induces genotoxicity in HEK293T cells with luciferase-tagged ELG1. 330,000 tested, 1.3% active. HEK293T ELG1-luciferase reporter, luminescence, 16 h. Potency, µM (series often up to 46 µM), inactives show at the top dose activity change, positive = activation, hits mostly activators. AID 504466; note: potency is the fitted concentration of half-maximal effect; % of control where 0% means no effect; nearly all actives have a fitted effect of over 60% in size
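DMSO vehicle served as control against compound-treated ELG1-luciferase HEK293T cells; exposure lasted 16 hr at 37 °C and 5% CO2, followed by ONE-Glo luminescence detection after 30 min.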
NPC1 promoter act = activators of NPC1 promoter; Huh7 NPC1 promoter luciferase reporter, 24 h; Potency, µM (series often up to 9.22 µM), without a hit: at the top dose activation, usual class: activators; 320,000 tested, 2.4% active;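 note: potency is the fitted concentration of half-maximal effect; % of control where 0% means no effect; nearly all actives have a fitted effect of over 60% in size; reporter is driven by a mutant NPC1 promoter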
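Stable NPC1-promoter luciferase Huh7 line; cpd (DMSO) 24 h, 37 °C, 5% CO2; Amplite luciferase reagent 10 min RT; luminescence readout. qHTS format.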
BRCA1 expr act = activators of BRCA1 expression; MCF7-BRCA1-FFLuc reporter, luminescence, 48 h; response scale: scaled: vehicle 0%, 10 µM genistein 100%; 380,000 tested, 1.1% active; Potency, µM (series often up to 46.1 µM), for inactives: at the top dose activation, usual class: activators; note: potency is the fitted concentration of half-maximal effect; nearly all actives have a fitted effect of over 80% in size; some results filed as inactive show a strong effect at the top dose
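Reporter cells (MCF7, BRCA1 promoter-firefly luciferase) received library compounds across a concentration series for 48 h. End-point luminescence was measured and concentration-effect curves derived after normalization.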
p53 reactivator = mutant p53 re-activation in reporter cells; AID 504706; Potency, µM (top dose mostly 92.2 µM), without a hit: at the top dose activity change, positive = activation, actives largely listed as activators; H1299 p53-A138V BP100-luciferase reporter, luminescence, 24 h; 320,000 tested, 0.063% active; note: potency is the fitted concentration of half-maximal effect; % of control where 0% means no effect; nearly all actives have a fitted effect of over 45% in size
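p53-null H1299 cells stably carrying temperature-sensitive p53-A138V and a BP100-luciferase reporter were pinned with compounds (4-point, 1:5 series) and held 24 hrs at 37 deg C. Luminescence was read 10 min after detection reagent.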
Menin MLL FP TR = menin-MLL binding inhibition, Texas Red mutant peptide; 270,000 tested, 0.23% active; Menin + Texas Red MLL mutant peptide, fluorescence polarization; Potency, µM (series often up to 61.6 µM), for the others: top-dose FP activity change, negative = inhibition, actives largely listed as inhibitors; active = well fitted inhibition curve with a large enough effect in the polarisation, with a control signal flat, not every such curve was filed as active; inconclusive = small, poorly fitted or top-dose-only effect, or effect the other way, or a change in a side signal; inactive = no such curve, though single readings can be large or run the other way; the % refers to the polarisation; note: potency is the fitted concentration of half-maximal effect; % of control where 0% means no effect; many of its hits are not listed in these tables
Target sequence (O00255 whole entry, looked up): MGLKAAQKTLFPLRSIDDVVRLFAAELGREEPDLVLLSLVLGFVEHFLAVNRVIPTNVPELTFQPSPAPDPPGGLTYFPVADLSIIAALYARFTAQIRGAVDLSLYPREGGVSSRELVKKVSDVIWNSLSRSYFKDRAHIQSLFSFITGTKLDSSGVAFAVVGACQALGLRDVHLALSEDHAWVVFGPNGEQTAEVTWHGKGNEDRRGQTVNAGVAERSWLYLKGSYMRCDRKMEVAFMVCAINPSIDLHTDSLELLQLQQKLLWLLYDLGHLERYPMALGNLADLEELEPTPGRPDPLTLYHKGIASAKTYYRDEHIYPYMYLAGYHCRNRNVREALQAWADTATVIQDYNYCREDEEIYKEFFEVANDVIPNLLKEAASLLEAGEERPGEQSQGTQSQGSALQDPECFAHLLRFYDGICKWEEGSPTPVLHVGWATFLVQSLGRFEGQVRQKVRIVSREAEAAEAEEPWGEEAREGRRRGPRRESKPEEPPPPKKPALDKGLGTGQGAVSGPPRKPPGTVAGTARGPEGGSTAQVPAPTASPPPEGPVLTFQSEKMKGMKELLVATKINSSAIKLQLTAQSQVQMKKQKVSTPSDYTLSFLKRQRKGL
Gal4-VP16 FLuc = counter-screen for ROR gamma inhibitors: Gal4-VP16 reporter | Drosophila S2 Gal4-VP16 UAS-luciferase, luminescence, 20 h | Potency, µM (doses to about 53.6 µM), for inactives: at the top dose activity, negative = inhibition, hits mostly inhibitors | 310,000 tested, 3.5% active | AID 2546;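 note: Gal4-VP16 expression switched on by copper sulfate through the metallothionein promoter; potency is the fitted concentration of half-maximal effect; % is set by controls: 0 for no effect and ±100 for the full control effect; nearly all actives have a fitted effect of over 50% in size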
Rab9 prom act = Rab9 promoter activation | Huh7 Rab9 promoter-luciferase reporter, luminescence, 24 h | Potency, µM (series often up to 9.22 µM), inactives show at the highest dose activation, negative = inhibition, hits mostly activators | 320,000 tested, 2.8% active; note: potency is the fitted concentration of half-maximal effect; % of control where 0% means no effect; nearly all actives have a fitted effect of over 60% in size
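Using Huh7 cells stably transfected with Rab9 promoter–luciferase, compounds were incubated 24 h at 37 °C, 5% CO2; luciferase luminescence was read 10 min after reagent addition.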
Giardia killer = kills Giardia lamblia; Giardia lamblia trophozoite viability; activity change, % at 7.66 µM, hits read low; 340,000 tested, 0.15% active; AID 540267; in the data active = activity change below about -80%; inconclusive = between about -30% and that limit;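 note: parasites exposed to compound for two days anaerobically before the ATP read; % is set by controls: 0 for no effect and ±100 for the full control effect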
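Giardia lamblia trophozoites (100 cells/well) were incubated with compounds for 48 h at 37 deg C under anaerobic conditions. Viability was read as ATP content by one-step luminescence after 15-30 min at room temperature.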
RORg inh = ROR gamma (mouse) transcription inhibition. P51450. Drosophila S2 Gal4-RORgamma UAS-luciferase reporter, 20 h. Potency, µM (titrated, usually from 53.6 µM), inactives show at the highest dose activity change, negative = inhibition, hits mostly inhibitors. 310,000 tested, 5.4% active; note: potency is the fitted concentration of half-maximal effect; % is set by controls: 0 for no effect and ±100 for the full control effect; nearly all actives have a fitted effect of over 60% in size
Target sequence (P51450 whole entry, looked up, the tested form may be a part): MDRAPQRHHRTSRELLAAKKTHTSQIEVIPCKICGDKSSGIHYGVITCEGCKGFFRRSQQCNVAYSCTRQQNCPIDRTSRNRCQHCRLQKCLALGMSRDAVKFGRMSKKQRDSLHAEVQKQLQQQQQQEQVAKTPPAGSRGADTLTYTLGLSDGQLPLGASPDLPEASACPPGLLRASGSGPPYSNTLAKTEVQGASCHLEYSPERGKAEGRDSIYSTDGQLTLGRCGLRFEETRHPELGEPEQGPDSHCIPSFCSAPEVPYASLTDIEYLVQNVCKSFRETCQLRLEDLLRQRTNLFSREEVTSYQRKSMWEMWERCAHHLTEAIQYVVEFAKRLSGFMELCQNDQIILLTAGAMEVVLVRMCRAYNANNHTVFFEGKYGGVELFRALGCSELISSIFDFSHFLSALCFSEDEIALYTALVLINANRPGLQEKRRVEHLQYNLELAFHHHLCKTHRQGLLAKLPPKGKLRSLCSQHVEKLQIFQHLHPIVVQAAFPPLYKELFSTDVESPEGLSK
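A Gal4/UAS one-hybrid system in insect cells: metallothionein-promoter Gal4–ROR gamma fusion plus Photinus luciferase reporter. Copper sulfate 700 uM final, 20 hr ambient incubation, luminescent detection after 10 min with reagent.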
Starred values were filed as active, the others as inactive; ? = inconclusive; nt = no result given; [ ] = remark or other dose. Unless noted, calls come from the whole dose curve; as a rule, active = well fitted curve in the direction sought with a large enough effect; inconclusive = small, poorly fitted or top-dose-only effect, or another doubt; inactive = no such curve, though single readings can be large; an effect the other way counts as inactive or inconclusive.

SMILES | PKM2 activator | FLuc modulator | ELG1 genotoxic | NPC1 promoter act | BRCA1 expr act | p53 reactivator | Menin MLL FP TR | Gal4-VP16 FLuc | Rab9 prom act | Giardia killer | RORg inh
O=C(Nc1ccc(OC(F)F)cc1)c1ncc(Cl)c(Cl)c1Cl | 1.1% | ? | -4.7% | -11.0% | -47.1% | 2.2% | 1.2% | -14.8% | 10.8% | 12.4 | 5.01µM*
CCN(CC(=O)Nc1cccc(OC)c1)C(=O)c1cnc(Cl)c(Cl)c1 | -5.0% | 1.3% | -0.9% | -2.0% | -8.4% | -0.5% | 9.3% | -13.6% | 0.3% | -4.3 | -0.7%
COc1ccc(OC)c(-c2cc(C3CCN(C(=O)OC(C)(C)C)CC3)[nH]n2)c1 | 0.0% | -14.4% | -5.2% | -2.4% | ? | -0.5% | ? | -7.6% | 9.4% | 2.9 | ?
N#CC1=C(N)N2C(=C(C#N)C13CCCC3)Nc1ccccc12 | -7.5% | 0.2% | -0.4% | 0.7% | -5.9% | 2.0% | 7.5% | -5.8% | -2.1% | -3.1 | 37.0%
O=C(NNC(=O)C1CCCC1)c1ccccc1F | -0.6% | 1.1% | -0.1% | 3.7% | 0.0% | 18.8% | -10.8% | -6.9% | 7.9% | 3.3 | 0.0%
O=C(NC(=S)Nc1ccc(Cl)cn1)C12CC3CC(CC(C3)C1)C2 | nt | 10.7µM* | 7.3% | ? | ? | 15.3% | 13.1% | 3.98µM* | ? | -21.7 | 6.31µM*
O=C(N/N=C/c1c[nH]c2ccccc12)c1[nH]c2ccc(Br)cc2c1-c1ccccc1 | -2.4% | ? | ? | -15.5% | -76.5% | 2.2% | -11.1% | ? | -27.4% | 11.4 | 15.8µM*
Cc1ccc(NC(=O)CN(C)C(=O)c2cc(-c3ccccc3)nn2-c2ccccc2)cc1 | nt | 2.3% | -5.6% | 1.3% | -16.9% | 4.6% | nt | nt | 0.4% | -23.3 | nt
O=C(c1ccc(Cl)cc1)N1CCN(c2cc(=O)[nH]nc2-c2ccccc2)CC1 | 0.1% | -0.2% | 0.5% | -6.8% | -1.9% | -2.9% | -1.3% | 4.3% | -3.3% | 1.2 | 6.2%
COC(=O)C(C)n1cnc2c(nnn2-c2ccc(F)cc2)c1=O (centres undefined) | 7.7% | -3.7% | 5.7% | -3.0% | -1.6% | 7.8% | 5.9% | 0.0% | 1.7% | 21.9 | 1.9%
O=C(COc1nsnc1N1CCOCC1)Nc1ccc(Br)cc1 | nt | -2.0% | -3.4% | -0.6% | -12.3% | 1.3% | ? | 0.0% | 2.4% | -2.9 | 17.3%
CC(C)(Oc1ccc(Cl)cc1)C(=O)NC1CCSC1=O (centres undefined) | -10.2% | 1.6% | 4.7% | -2.7% | 0.3% | -7.0% | 8.6% | -10.8% | -3.0% | 9.2 | 16.6%
CC(=O)Nc1ccc(CN2CCC(n3nccc3NC(=O)CCc3ccccc3)CC2)cc1 | nt | 1.0% | 1.3% | -1.1% | -15.9% | 12.4% | nt | 6.6% | -0.6% | -11.8 | 0.2%
CCOC(=O)COc1nc(-c2ccc(C)cc2)cc(-c2ccco2)c1C#N | 0.1% | 0.7% | 6.2% | -1.3% | -4.1% | 4.7% | nt | 6.7% | -0.6% | 5.7 | 3.2%
Cc1cccc(N2C(=O)CC(N3CCN(Cc4ccc5c(c4)OCO5)CC3)C2=O)c1 (centres undefined) | 0.1% | -0.6% | 1.5% | -2.7% | 9.4% | -7.1% | -7.9% | -13.0% | 18.9% | 8.3 | -18.0%[10 µM]
COC(CNC(=O)c1cc(C(=O)c2c(-c3c(Cl)cccc3Cl)noc2C)c[nH]1)OC | 11.6% | 4.1% | 1.6% | 2.5% | -15.9% | -31.8%[inhibitor] | -21.7% | -8.1% | 2.7% | 7.4 | -4.0%
CCn1c(CNc2ccc(OC)cc2)nnc1SCC(=O)Nc1ccc(F)cc1 | 0.9% | -0.9% | -7.7% | -0.8% | 1.5% | -1.3% | -4.6% | -4.2% | -1.0% | -0.8 | -1.0%
CNc1c([N+](=O)[O-])cnn1-c1ccc(Cl)cc1 | 7.94µM* | -4.2% | -0.4% | -1.8% | -12.3% | 3.2% | -20.7% | -2.2% | 0.7% | -20.6 | 1.6%
Cc1ccc(SCC(=O)NC(=O)NCc2ccccc2)c(C)c1 | 2.5% | 3.9% | 0.9% | -0.4% | 10.5% | 15.8% | -9.9% | -5.0% | -1.4% | 6.5 | 25.0%
CC(=O)c1c(C)[nH]c(C(=O)OCc2ccccc2)c1C | 5.5% | 15.1µM* | 18.4µM* | ? | ? | ? | 1.1% | -13.9% | ? | 31.2[activator] | 13.6%
CCn1nc(NC(=O)C(C)(C)C)c2cc3cccc(C)c3nc21 | nt | -1.5% | -4.9% | -2.9% | -20.9% | 0.1% | 25.5% | 1.9% | 8.1% | 1.4 | 39.6%
COc1ccc(C(=O)COC(=O)c2ccc(N(C)C)cc2)cc1 | -2.2% | 1.2% | -1.5% | 20.7% | 32.6% | -0.2% | -27.6% | 2.1% | ? | -8.3 | -23.9%
CCOC(=O)CC(=O)N/N=C/c1c(N)n(C)c(=O)n(C)c1=O | -9.6% | -3.6% | -0.1% | 4.7% | -7.8% | -1.6% | -4.1% | 3.7% | 0.8% | 2.8 | 1.0%
Cc1ccc(S(=O)(=O)CCC(=O)OCC(=O)Nc2ncc(Cl)cc2Cl)cc1 | -6.1% | 1.7% | -4.0% | -0.7% | -4.3% | 0.2% | 4.1% | -10.2% | -1.4% | 5.8 | 8.2%
CCCC(C(=O)NC(C)(C)C)N(Cc1ccc(F)cc1)C(=O)c1snc(C(N)=O)c1N (centres undefined) | 0.1% | 7.4% | -0.3% | -3.0% | -2.1% | nt | -3.7% | -5.3% | 5.0% | 8.2 | 10.6%
O=C(NC(=S)NC1CCCC1)c1ccccc1 | 0.9% | 16.9µM* | ? | ? | ? | ? | nt | 10µM* | ? | 2.4 | 7.08µM*
COc1ccc(N2CCN(Cc3ccc(Br)s3)CC2)cc1 | -18.5% | -0.6% | -6.5% | -0.2% | -2.4% | -6.1% | -16.1% | ? | -3.0% | -0.2 | -1.3%
Cc1cc(C)c(C)c(S(=O)(=O)N2C(=S)NC(=O)C2C(C)C)c1C (centres undefined) | -1.9% | -0.4% | 0.4% | 0.1% | 4.4% | -4.4% | -7.4% | -12.2% | 3.8% | -8.4 | ?
O=C(CSC(=S)N1CCCC1)c1cc(Br)cc(Br)c1O | 2.4% | ? | -2.8% | -37.7%[inhibitor] | -43.1% | 2.1% | ? | ? | -22.4% | -20.1 | ?
O=c1[nH]c2ccc(S(=O)(=O)N3CCN(Cc4ccccc4)CC3)cc2[nH]c1=O | 1.3% | 13.0% | 0.1% | -5.8% | -20.6% | -11.4% | 10.2% | -10.1% | -0.7% | 27.5 | 4.8%

The list goes on; the last 2 above are carried over.
SMILES | PKM2 activator | FLuc modulator | ELG1 genotoxic | NPC1 promoter act | BRCA1 expr act | p53 reactivator | Menin MLL FP TR | Gal4-VP16 FLuc | Rab9 prom act | Giardia killer | RORg inh
O=C(CSC(=S)N1CCCC1)c1cc(Br)cc(Br)c1O | 2.4% | ? | -2.8% | -37.7%[inhibitor] | -43.1% | 2.1% | ? | ? | -22.4% | -20.1 | ?
O=c1[nH]c2ccc(S(=O)(=O)N3CCN(Cc4ccccc4)CC3)cc2[nH]c1=O | 1.3% | 13.0% | 0.1% | -5.8% | -20.6% | -11.4% | 10.2% | -10.1% | -0.7% | 27.5 | 4.8%
COC(=O)N/N=C/c1cccc(OCCSc2ccc(Cl)cc2)c1 | -7.0% | -27.5% | 0.6% | ? | -24.4% | 28.9% | 27.9% | -19.6% | 27.1% | 1.3 | ?
O=C(CNS(=O)(=O)c1ccccc1)NCc1ccco1 | 0.1% | -1.6% | -0.9% | -1.4% | 8.1% | 10.1% | 17.0% | 2.9% | -4.5% | 10.2 | 21.1%
COC(=O)c1[nH]c2ccc(C)cc2c1NC(=O)CCN1CCN(C2CCCCC2)CC1 | 5.2% | 3.0% | 12.7% | -4.6% | nt | -6.3% | 23.2% | 4.8% | -1.2% | nt | -5.6%
O=c1[nH]c2cccnc2c2ccsc12 | -0.9% | -1.6% | 9.5% | -1.3% | -3.4% | -3.5% | -1.5% | -16.0% | -1.4% | -3.2 | -29.8%
O=S(=O)(c1ccc(F)cc1)N1CCN(S(=O)(=O)c2cc(F)ccc2F)CC1 | ? | 4.1% | 0.7% | -1.4% | -6.0% | nt | 0.7% | -7.2% | 0.2% | -2.7 | 1.4%

Only part of the results is shown, so the mix of outcomes need not match the whole.
